CXCR6 block – blocks human CXCR6 beta-arrestin recruitment. O00574. CHO-K1 PathHunter CXCR6 beta-arrestin, luminescence. 360,000 tested, 0.36% active. inhibition, % at 20 µM; in the data active = inhibition above about 34%, passing the limit was not always enough;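 also: antagonist mode with CXCL16 agonist at 10 nM final; 0% = 10 nM CXCL16 with DMSO and 100% = unstimulated wells without agonist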
Target sequence (O00574 whole entry, looked up): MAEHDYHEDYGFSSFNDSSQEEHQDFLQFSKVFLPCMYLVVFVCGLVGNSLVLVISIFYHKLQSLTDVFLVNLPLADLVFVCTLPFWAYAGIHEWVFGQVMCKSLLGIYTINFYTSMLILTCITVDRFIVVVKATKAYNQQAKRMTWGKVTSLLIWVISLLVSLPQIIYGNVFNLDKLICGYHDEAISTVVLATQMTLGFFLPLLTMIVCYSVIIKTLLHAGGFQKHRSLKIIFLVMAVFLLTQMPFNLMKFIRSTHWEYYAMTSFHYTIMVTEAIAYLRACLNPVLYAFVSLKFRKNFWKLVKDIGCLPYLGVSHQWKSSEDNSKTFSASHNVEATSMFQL
tim10-1 inh – tim10-1 yeast growth inhibition; inhibition, % at 20 µM; AID 463190; 330,000 tested, 2.2% active; S. cerevisiae tim10-1 ts strain growth, BacTiter-Glo, 24 h;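 active = inhibition of at least 40%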;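 also: mutant grown at 25 °C; 0% = DMSO wells with yeast and 100% = wells holding no yeast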
APJ antagonist – blocks the human apelin receptor APJ | inhibition, % at 20 µM | CHO-K1 APJ beta-arrestin complementation, luminescence | P35414 | 330,000 tested, 0.32% active | AID 2521;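 active = inhibition above about 40% at 20 µM, limit read from the data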;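 also: cells challenged with 10 nM apelin-13 agonist together with compound; plate controls were apelin-13 plus DMSO wells for no effect and DMSO wells lacking apelin-13 for full effect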
Target sequence (P35414 whole entry, looked up): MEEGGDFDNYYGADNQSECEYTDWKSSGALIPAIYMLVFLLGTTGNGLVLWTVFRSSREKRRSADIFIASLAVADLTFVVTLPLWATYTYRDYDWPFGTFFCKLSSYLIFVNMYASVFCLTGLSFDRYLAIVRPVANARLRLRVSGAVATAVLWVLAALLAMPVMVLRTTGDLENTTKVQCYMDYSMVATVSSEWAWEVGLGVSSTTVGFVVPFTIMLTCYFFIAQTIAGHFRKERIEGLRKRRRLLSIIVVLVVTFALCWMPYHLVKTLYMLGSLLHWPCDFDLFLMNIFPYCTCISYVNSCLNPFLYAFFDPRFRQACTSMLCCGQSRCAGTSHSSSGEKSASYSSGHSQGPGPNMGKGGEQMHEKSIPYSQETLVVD
UPR CHOP act – apoptotic UPR (CHOP) activation. CHO-CHOP luciferase reporter, luminescence; percent of tunicamycin response over DMSO baseline. activation, % at 10 µM. 330,000 tested, 0.34% active. AID 449763;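 active = at 10 µM dose, activation of 40% or more, normalized to positive control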;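 also: 100% = tunicamycin at 10 µg/mL and 0% = DMSO alone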
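Material: CHO-CHOP cells, stable luciferase reporter of PERK-eIF2a-CHOP signalling; quantity: 500 reporter cells seeded per well; buffer or medium: F12 medium containing 10% fetal bovine serum; compound: one dose, 10 µM in 0.5% DMSO; incubation: 6 h compound treatment, 37 °C; measured by: Steady-Glo luciferase luminescence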
XBP1 UPR activ – adaptive UPR (XBP1) activation | AID 463104 | CHO-XBP1 luciferase reporter, IRE1-XBP1 UPR activation, luminescence; percent of tunicamycin response, DMSO as zero | activation, % at 20 µM | 330,000 tested, 0.33% active;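 active = versus positive control, 20 µM dose yields 30% or more activation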;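 also: 100% = tunicamycin at 10 µg/mL and 0% = DMSO only wells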
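Test system: CHO-XBP1 luciferase reporter cells | Buffer or medium: Serum-containing F12 medium, 10% FBS | Schedule: 6 h compound exposure at 37 °C, 5% CO2 | Detection: Steady-Glo luciferase glow luminescence, 10 min after reagent addition | Read-out basis: Activation, % of tunicamycin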
TIM10 inh – growth inhibitors of TIM10 yeast strain; S. cerevisiae TIM10 strain growth, BacTiter-Glo luminescence, 24 h; inhibition, % at 10 µM; 330,000 tested, 1.4% active; AID 463195;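 active = inhibition of 40% or more at the single tested concentration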;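 also: wild-type TIM10 isogenic control strain grown at permissive 25 °C; 0% = DMSO yeast wells and 100% = minimal medium wells without yeast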
tim23-1 inh – inhibits growth of tim23-1 mutant yeast. S. cerevisiae tim23-1 growth, BacTiter-Glo luminescence, 24 h. inhibition, % at 20 µM. 330,000 tested, 1.3% active;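 active = growth inhibition of the mutant yeast at or above 50%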;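 also: temperature-sensitive mutant grown at 25 °C; plate controls were DMSO-treated mutant yeast for no effect and medium wells lacking yeast for full effect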
APJ ag – APJ receptor agonism. P35414. CHO-K1 APJ PathHunter beta-arrestin, luminescence; 0% DMSO wells, 100% apelin. activation, % at 20 µM. 330,000 tested, 0.11% active. AID 2520;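 active = activation more than six SD over the plate average, tested at 20 µM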;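 also: 0% = DMSO alone and 100% = apelin-13 at 10 nM; some results filed as inactive read as strong as hits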
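Assay system: CHO-K1 cells stably expressing ProLink-tagged human APJ and arrestin–beta-gal acceptor. Compound dosing: 20 µM single point, 1% DMSO. Times: 16-18 h seeding, 90 min dark compound exposure, 60 min detection. Detection: beta-gal luminescence. Evaluation: APJ–arrestin association signal. Controls: negative DMSO alone, positive Apelin-13 at 10 nM.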
Mdm2 MdmX PPI – disrupts the human Mdm2-MdmX interaction. inhibition, % at 8 µM. O15151+Q00987. 330,000 tested, 3% active. SaOS-2 split-luciferase Mdm2/MdmX complementation, luminescence;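 active = inhibition of at least 50% at 8 µM in the primary screen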
Starred values were filed as active, the others as inactive; . = no result given. A portion of the library; the hit share may differ from the screen's.

Compound	CXCR6 block	tim10-1 inh	APJ antagonist	UPR CHOP act	XBP1 UPR activ	TIM10 inh	tim23-1 inh	APJ ag	Mdm2 MdmX PPI
CCN1CCN(C(=O)c2ccc(COc3ccc(Cl)cc3)o2)CC1	6	15	13	-0.8	-5	-8	12	0	1
O=C(Nc1ccccc1)C1=C[C@@H](c2ccc(Br)cc2)C[C@@H](OCc2ccc(CO)cc2)O1	12	10	10	1.0	-2	14	28	5	13
C=CCOc1ccc2ccccc2c1/C=N/O	0	-2	10	-3.6	-7	-15	6	-4	32
CC(C)(C)C(=O)CN1C(=O)NC2(CCOc3ccccc32)C1=O (stereo unspecified)	-5	7	4	-2.4	-4	12	13	-2	28
COc1c(O)ccc(/C=N/NC(=O)c2ccc3c(c2)OCCO3)c1[N+](=O)[O-]	7	5	-6	4.4	-1	5	-1	-2	-47
O=C(Cn1cnc2ccccc21)N/N=C/c1ccccc1	-10	4	5	1.9	-1	0	-14	-3	-7
O=C1c2ccccc2C(=O)N1CCSC(=S)N1CCOCC1	2	4	14	5.3	0	10	21	-4	21
CN(C(=O)c1ccc(NC(=O)Cc2ccc(NC(=O)C3CCN(C(=O)C4CCC4)CC3)cc2)cc1)C1CC1	14	0	4	-0.9	0	7	8	-3	18
C/C(=N\NS(=O)(=O)c1ccc(Br)cc1)c1ccc2c(c1)OCO2	1	13	-8	1.3	-3	14	28	3	9
CC(Oc1ccccc1)C(=O)OCC(=O)Nc1sccc1C(N)=O (stereo unspecified)	-9	13	-11	0.8	0	15	21	-1	-5
COc1ccc(/C=C2\Oc3cc(OC(=O)N4CCOCC4)ccc3C2=O)cc1	1	19	-18	1.2	0	-10	13	2	15
O=S1(=O)C=C(SCCN2CCCCC2)c2ccccc21	3	0	-2	2.4	1	-7	-3	-2	4
CCCCOc1ccc(C(=O)NCC(=O)NCC2CCCO2)cc1 (stereo unspecified)	-3	-10	3	0.2	-4	0	-3	2	-6
O=C(OCc1cc(=O)oc2cc(O)ccc12)c1cc(S(=O)(=O)N2CCOCC2)ccc1F	-7	11	-4	4.8	0	0	10	1	28
O=C1CN(C(=O)COc2ccc(F)cc2Cl)c2ccccc2N1	8	7	2	-0.1	-2	-3	11	0	-8
CCOCCCNC(=O)CN1C(=O)/C(=C\c2ccc(C)cc2)Sc2ccccc21	1	19	4	3.8	-1	23	34	3	-23
CN(C)C(CNC(=O)CCCN1C(=O)c2cccc3cccc(c23)C1=O)c1ccccc1 (stereo unspecified)	-6	26	11	1.7	-2	12	20	4	-25
COc1ccc(OCCN2C(=O)c3cccc(N)c3C2=O)cc1	7	4	4	5.0	3	16	9	-3	-40
CC(C)(C)OC(=O)N/N=C/c1ccc(C(=O)O)cc1	-6	9	-6	1.3	0	-7	1	0	7
O=c1oc(-c2ccccc2[N+](=O)[O-])nc2ccccc12	7	32	17	-2.7	4	14	55*	-6	19
O=C(O)c1ccc(Cl)c(S(=O)(=O)Nc2ccc3[nH]c(=O)[nH]c3c2)c1	-7	-8	-11	1.2	-1	-43	-22	-1	7
O=C(COC(=O)CSc1ccc(Cl)cc1)Nc1ccccc1	6	11	10	-1.2	0	6	21	-1	7
O=C1C(c2cc(=O)c3ccccc3[nH]2)=C(O)c2ccccc21	10	32	13	-0.7	-1	22	21	-2	-159
FC(F)(F)COc1nc(N2CCCCC2)nc(N2CCNCC2)n1	-5	-10	-2	-1.3	-2	-9	-2	-4	12
CCn1ccc(C(=O)Oc2ccc(Cl)cc2)n1	2	3	9	13	3	-13	-1	1	4
CC1CCCCN1C(=O)COC(=O)c1cc(-c2cccs2)nn1-c1ccccc1 (stereo unspecified)	3	17	4	0.9	-5	8	29	0	-12
COC(=O)Cc1ccc(NC(=S)NC2CC2)cc1	5	17	4	1.6	1	8	5	-3	19
Cc1ccc(Nc2nnns2)cc1	-5	0	22	-0.7	-1	11	12	-4	16
Cc1ccnc2nc(C(=O)OCC(=O)Nc3ccc4c(c3)OCCO4)nn12	4	-6	4	-1.0	-2	9	-6	0	3
COc1cccc(NC(=O)c2cnn(-c3ccccc3)c2C)c1	-9	-3	-8	-0.4	-3	1	22	-3	-113
Cc1csc(=O)n1CCC(=O)OC(C)C(=O)NCc1ccccc1 (stereo unspecified)	-6	1	10	0.1	0	-11	11	-1	-4
Cc1ccc2oc(=O)n(Cc3ccccc3)c2c1	-6	-15	10	3.4	-4	-10	12	0	13
COc1ccc(OC)c(S(=O)(=O)Nc2ccc(-c3ccc4nncn4n3)cc2)c1	-8	-17	11	-2.0	4	-1	-8	1	31
CC(=O)N1CCc2cc(S(=O)(=O)CCC(=O)NCc3cccs3)ccc21	0	5	-1	0.0	-2	1	5	1	-19
CCOc1cnn(-c2ccccc2)c(=O)c1Cl	-11	-17	7	2.4	3	-7	16	-4	3
CN1CCN(S(=O)(=O)c2cccc([N+](=O)[O-])c2)CC1	-4	10	-12	-2.3	-2	8	-5	-1	-4
CCN(Cc1nc2cc(Cl)ccc2c(=O)[nH]1)C(=O)COc1ccccc1Cc1ccccc1	-1	-1	14	0.0	-2	-8	6	-2	37
COc1cccc2c1OCC(C(=O)Nc1nccs1)=C2	-2	26	-3	2.5	-6	36	49	2	-111
N#CCCN(C(=O)CSc1nc2nc(-c3cccs3)cc(C(F)(F)F)c2c(=O)[nH]1)c1ccccc1	2	4	11	0.3	1	13	-8	-7	15
Nc1[nH]n2c(=O)cc(-c3ccccc3)nc2c1N=Nc1ccc(S(N)(=O)=O)cc1	22	5	42*	0.8	-1	11	-12	-7	19
CN(C)c1ccc(NC(=O)N2CCOCC2)cc1	-9	-1	-4	4.0	4	0	-9	8	-44
COc1ccc(CNS(=O)(=O)c2cc3c4c(c2)CCN4C(=O)CC3)cc1	-7	-1	10	4.5	0	1	10	-4	-14
Cc1c(N=Cc2c(O)n(Cc3ccco3)c(=O)c3ccccc23)c(=O)n(-c2ccccc2)n1C	10	15	11	-0.1	-1	13	10	-7	4
Cc1ccc(C(=O)O/N=C(\N)c2ccccn2)c(Cl)c1	0	36	-17	-12	-13	33	51*	5	96*
CC(C)(C)c1csc(NC(=O)c2ccccc2O)n1	-5	84*	-24	5.9	-1	67*	89*	0	-31
CN(CCO)c1cnccn1	11	22	8	-3.1	-2	-2	2	-2	3
CCC(=O)N1c2ccccc2NC2=C(C(=O)CCC2)C1c1ccc(N(C)C)cc1 (stereo unspecified)	-6	9	2	3.1	-1	2	0	-1	25
COc1ccc(C(=O)Nn2c(C)nc3ccccc3c2=O)cc1OC	-12	21	-3	-1.1	-1	-5	3	-4	-20
COc1ccc(C2(C)NC(=O)N(CC(=O)NCc3ccccc3)C2=O)cc1OC (stereo unspecified)	-8	0	11	0.6	0	-19	10	-5	17
CC(C)(C)OC(=O)NCc1ccc(NC(=O)c2nc[nH]c2C(=O)NCCNC(=O)c2[nH]cnc2C(=O)Nc2ccc(CNC(=O)OC(C)(C)C)cc2)cc1	-2	11	-3	-1.6	0	-3	9	0	74*

Entries of single compounds, quoted from the list. Values in the order: CXCR6 block, tim10-1 inh, APJ antagonist, UPR CHOP act, XBP1 UPR activ, TIM10 inh, tim23-1 inh, APJ ag, Mdm2 MdmX PPI
Results for Cc1ccc2oc(=O)n(Cc3ccccc3)c2c1 : -6, -15, 10, 3.4, -4, -10, 12, 0, 13
Results for Nc1[nH]n2c(=O)cc(-c3ccccc3)nc2c1N=Nc1ccc(S(N)(=O)=O)cc1 : 22, 5, 42*, 0.8, -1, 11, -12, -7, 19

Further results follow:
Compound	CXCR6 block	tim10-1 inh	APJ antagonist	UPR CHOP act	XBP1 UPR activ	TIM10 inh	tim23-1 inh	APJ ag	Mdm2 MdmX PPI
COc1ccc(CNC(=O)N2CCN(S(=O)(=O)c3ccccc3)CC2)cc1	-1	2	6	0.8	-1	-8	8	0	13
CCCOC(=O)c1c(NC(=O)CSc2nc(-c3ccco3)cc(C(F)(F)F)n2)sc(C(=O)OC)c1C	13	8	4	0.0	-1	9	13	-4	21
CC(=O)Cc1nsc(Nc2cccc(C)c2)n1	-7	12	13	-1.9	2	20	23	-3	-15
COc1ccc(NC(=O)CSc2nnc3ccc(-c4cccnc4)nn23)cc1OC	5	3	-7	-0.7	3	-5	5	3	-34
CNC(=S)N(Cc1cccs1)Cc1cc2cc(OC)ccc2[nH]c1=O	1	5	-14	-0.1	-4	10	6	-3	31
O=C(Nc1ccccc1C(F)(F)F)c1ccccc1Br	-3	9	8	-0.1	-4	-18	8	-5	10
N#Cc1ccccc1OCC(=O)N1N=C(c2cccs2)CC1c1ccco1 (stereo unspecified)	-5	28	5	4.1	5	27	38	-4	-10
COc1cccc(N2CCN(c3nc(C)cc(=O)[nH]3)CC2)c1	5	-15	-4	-2.5	-7	-6	-8	7	24
Cc1ccc(/C=N/NC(=O)CSc2nnc(-c3ccccc3)n2-c2ccc(Cl)cc2)o1	-11	11	-85	-0.1	-1	21	25	14*	20
Nc1csnc1C(=O)O	-1	10	-8	-0.2	0	-1	12	0	-2
Nc1nc2ccccc2n1C(=O)c1ccccc1	-3	1	18	-2.8	-3	9	-9	-3	-63
CN(C)Cc1c(C(=O)N/N=C/c2cccnc2)nnn1-c1nonc1N	-2	0	-3	1.1	0	-5	0	5	-7
COCCNC(=S)N(CCc1c(C)[nH]c2ccc(F)cc12)Cc1cccs1	-1	19	-4	0.1	0	14	34	0	25
CC(Oc1cccc(Cl)c1)C(=O)Nc1cc(Cl)ccc1N1CCOCC1 (stereo unspecified)	-3	18	-2	0.2	-3	15	33	-1	8
O=C(C1CC1)N1CCN(c2ccnc3cc(Cl)ccc23)CC1	-5	13	-18	-3.4	-2	14	8	-1	3
CCCNc1nc(Nc2ccc(C)c(Cl)c2)c2cnn(C)c2n1	-11	17	0	0.6	1	30	27	-1	38
CC(C)Oc1ccc(/C(O)=C2/C(=O)C(=O)N(CCN3CCNCC3)C2c2cccc([N+](=O)[O-])c2)cc1 (stereo unspecified)	3	2	14	-1.2	-2	-8	-2	4	-35
Nc1nc(SCc2ccccc2)c2[nH]cnc2n1	8	13	4	-0.3	-1	-2	7	0	21
CC1CN(C(=O)Cn2cc(S(=O)(=O)CC(=O)N3CCOCC3)c3ccccc32)CC(C)O1 (stereo unspecified)	4	-14	8	0.2	-4	3	-12	-1	9
CS(=O)(=O)c1nc(-c2ccco2)cc(C(F)(F)F)n1	.	17	25	-10	-5	25	14	-3	100*
COc1ccc(C/C(N)=N/O)cc1	7	4	11	-1.5	-1	7	-7	-3	8
COCCCNC(=S)Nc1cc2oc3ccccc3c2cc1OC	1	38	0	-2.0	-2	16	38	4	55*
CCN(Cc1ccncc1)C(=O)CCc1nnc(CCc2ccccc2OC)o1	4	12	10	-0.8	-2	-5	9	-3	-11
